High-throughput results deposited in PubChem by several laboratories.
WT yeast gro inh = growth inhibition of WT strain, primary screen, mitochondrial fusion inhibitor project, WT and mutant strains, chemical genetic; mitochondrial fusion phenotypic screen; inhibition, % at 10 µM; 190,000 compounds, 2.1% hits; in the data active = inhibition above about 58%; tested in S. cerevisiae
T cell modulator = modulators of CD8 T cell-vesicle binding, primary screen, mouse 2C CD8+ T cells, flow cytometry; 330,000 compounds, 0.068% hits; 2C CD8+ T cell-vesicle binding; hits give low values; calls only at 7 µM; AID 2052, 2009;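 active = response, share of CD8 T cells binding vesicles, and their 90th percentile fluorescence all below set limits, cut at about 80% in these data, passing the limit was not always enough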
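Incubation: binding step 1.5 h, 37 °C, antibody labelling 20 min, ice; system: murine 2C transgenic CD8+ T lymphocytes; technique: cytometric PE anti-B7-1 and Alexa647 anti-CD8 signals after 1% paraformaldehyde fixation; also added: QL9-charged Drosophila Ld/ICAM-1/B7-1 vesicles; control set: naked versus QL9-loaded vesicles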
b-catenin transl = modulators of beta-catenin nuclear translocation, primary screen, imaging, HeLa cells, immunofluorescence, high-content. nuclear translocation activity, % at 5 µM. 190,000 compounds, 0.3% hits;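 active = nuclear translocation activity above 50% at 5 µM, with a well cell count of 50 or more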;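 note: per-cell ratio of nuclear to cytoplasmic median beta-catenin stain intensity; plate controls were DMSO negative control for no effect and GSK-3 inhibitor IX positive control for full effect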
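System: HeLa cells, endogenous beta-catenin; compound dosing: 5 µM primary single dose, 0.1% DMSO, 0.02–20 µM confirmation series; incubation: 24 h compound exposure at 37°C, 5% CO2; signal: beta-catenin immunofluorescence imaging with DAPI; evaluation: % activation, nuclear-to-cytoplasmic median beta-catenin signal ratio per cell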
Dynein transport = inhibitors of GR-EGFP nuclear translocation, primary screen, dynein cargo transport inhibitor project, imaging, high-content, 3617.4 mouse cells. test concentration mostly 20 µM; stimulated with dexamethasone, 1 µM; hits give low values. z-score, hits read low. 220,000 compounds, 0.47% hits;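 active = plate z-score of nuclear minus cytoplasmic receptor signal below a set negative limit, without overly bright fluorescence or cell loss, cut at about -3.5 in these data, passing the limit was not always enough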;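 note: z-score of nuclear minus cytoplasmic ring GR-EGFP intensity difference per well; some compounds called inactive have numbers as strong as hits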
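Medium: Induction medium lacking tetracycline, stripped serum | Probe or stimulus: 1.0 µM final dexamethasone stimulus | Schedule: 48 h induction, then 1 h compound, then 30 min agonist, 37 °C | Signal: Automated 10x imaging of fixed Hoechst-stained cells | Evaluation: Per-cell GR-EGFP intensity, nucleus versus surrounding cytoplasmic ring, well-averaged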
MT stabilizer = microtubule stabilizers in HeLa cells, primary screen, imaging, high-content imaging | HeLa tubulin immunostaining HCS, 24 h; share of cells brighter than vehicle mean+2SD | % tubulin-high responders, % at 10 µM | 200,000 compounds, 0.83% hits | AID 2205, 2009;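 active = plate Z-score above 3 for both tubulin-high and condensed-nucleus cell shares, with cell loss under 80%, at 10 µM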;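 note: anti alpha tubulin signal scored within the nucleus-defined area of each cell; some results filed as inactive read as strong as hits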
Autophagy mod = autophagy modulators in MEF cells, primary screen, imaging, high-content, MEF GFP-LC3; MEF GFP-LC3 puncta imaging; test concentration mostly 10 µM; calls only at 10 µM (by protocol); 190,000 compounds, 0.98% hits; AID 463193, 2010;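 active = percentage of spot-positive cells more than 3 SD above its plate mean, without a fluorescence outlier flag or 80% toxicity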;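 note: spot-positive cell cutoff set from DMSO-treated cells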
Yfh1-off respiration = enhancers of respiration in Yfh1-depleted yeast, dose response, Friedreich's ataxia, plus single-dose screen (AID 1465); 220,000 compounds, 0.074% hits; S. cerevisiae Yfh1-off respiration, WST-1 reduction, 72 h; higher fold induction means a stronger effect; one-dose fold induction at 50 µM; EC50 in µM for titrated hits;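 active = fold induction of absorbance versus untreated yeast above a set limit, then at least 30% activation at any dose in follow-up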;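 note: activators that raise dye reduction in frataxin-depleted yeast; strong numbers were not always called active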
WT yeast gro inh mutant strain = recorded beside WT yeast gro inh, whose call it bears; inhibition, %; mitochondrial fusion phenotypic screen, mutant strain inhibition
Dynein transport cytoplasmic EGFP = also measured in Dynein transport; calls as there; z-score; measured here: cytoplasmic GR-EGFP intensity; hits give high values
Dynein transport nuclear GR-EGFP = also measured in Dynein transport; calls as there; z-score; measured here: nuclear GR-EGFP intensity;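 lower value marks the stronger effect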
Dynein transport cell count = recorded beside Dynein transport, whose call it bears; z-score; measured here: cell count per field
b-catenin transl cell count 5 µM = recorded beside b-catenin transl, whose call it bears; cell count; measured here: cell count, cytotoxicity flag
T cell modulator vesicle-bound % = second read-out of T cell modulator, no call of its own (marks repeat the call); double positive events, %; measured here: CD8+ vesicle-bound cell fraction;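 binding gate set so that unloaded-vesicle control wells show 10% double positive cells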
MT stabilizer Hoechst-high % = second read-out of MT stabilizer, no call of its own (marks repeat the call); % Hoechst-high responders; measured here: nuclear condensation Hoechst responders;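 share of cells brighter than vehicle mean plus two SD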
MT stabilizer cytotoxicity % = further read-out of MT stabilizer, marked with its call; toxicity, %; measured here: cytotoxicity by cell density;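 0% = mean cell density of plate MIN control wells and 100% = no cells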
Autophagy mod cell loss 18 h = recorded beside Autophagy mod, whose call it bears; toxicity, %; measured here: cell loss, nuclei count;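 cell loss after 18 h compound exposure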
Numbers without * were called inactive; i = inactive; / = no result given. A portion of the library (hit frequency here may not be typical).

SMILES	WT yeast gro inh	T cell modulator	T cell modulator vesicle-bound %	b-catenin transl	Dynein transport	MT stabilizer	Autophagy mod	Yfh1-off respiration	others
C=C1[C@H]2CC[C@H]3[C@]4(C)C[C@H](O[C@@H]5OC(CO)[C@@H](OSOOO)[C@H](OS(=O)(=O)O)[C@H]5OC(=O)CC(C)C)C[C@@H](C(=O)O)[C@H]4CC[C@]3(C2)[C@H]1O (some centres undefined)	/	i	26.0	/	/	/	/	/
O=c1c2ccccc2nc(-c2ccccc2Cl)n1-c1ccc(O)cc1	/	i	20.4	/	/	/	/	/
CCN(CC)C(=O)c1ccc(NC(=O)c2ccc(N3CCCC3=O)cc2)cc1	/	i	40.2	/	/	/	/	/
CCOC(=O)[C@@H]1[C@H]2COc3ccc(Br)cc3[C@H]2N2C(=O)N(c3cccc(C)c3)C(=O)[C@]12C	/	i	7.7	/	/	/	/	/
COC(=O)c1ccccc1N=Cc1c(O)[nH]c(=O)[nH]c1=O	/	i	6.1	/	/	/	/	/
COC(=O)C1=C(c2ccccc2OCc2ccccc2)C[C@@H]2CC[C@H]1N2C(=O)NCCOc1ccc(OC)cc1	/	i	31.1	/	/	/	/	/
CC(C)(C)c1o[nH]c(=O)c1CC(N)C(=O)O (centres undefined)	/	i	40.2	/	/	/	/	/
COc1ccc(CN2CCNCC2)cc1	/	i	60.0	/	/	/	/	/
O=c1[nH]c(=S)n(-c2ccccc2F)c(O)c1C=NCCN1CCNCC1	/	i	38.4	/	/	/	/	/
COc1ccc(CC(C)NCCc2ccc(OC)c(OC)c2)cc1 (centres undefined)	/	i	55.2	/	/	/	/	/
CCCNC(=O)N1[C@H]2CC[C@@H]1C(C(=O)OC)=C(c1ccc(C(C)=O)cc1)C2	/	i	25.5	/	/	/	/	/
Cc1cc(O)c2c(c1)OC(C)(C)C1=C2CC(C)CC1 (centres undefined)	/	i	15.9	/	/	/	/	/
COC(=O)C1=C(c2ccc(C(C)=O)cc2)C[C@@H]2CC[C@H]1N2C(=O)NCC1CC1	/	i	42.7	/	/	/	/	/
[O-]c1ccccc1-[n+]1c(-c2ccccc2)cc(-c2ccccc2)cc1-c1ccccc1	/	i	4.1	/	/	/	/	/
N[C@@H]1CC[C@@]2(O)[C@H]3Cc4ccc(O)c5c4[C@@]2(CCN3CC2CC2)C1O5 (some centres undefined)	/	i	4.2	/	/	/	/	/
COc1cc(OC)c(OC)cc1CNCCc1ccc2c(c1)OCO2	/	i	57.2	/	/	/	/	/
OCCNCCc1c[nH]c2ccc(OCc3ccccc3)cc12	/	i	31.2	/	/	/	/	/
CCSC(=O)N1CCCCCC1	/	i	17.4	/	/	/	/	/
COc1ccccc1NC(=O)N1C[C@@H]2C[C@@H](C1)c1cccc(=O)n1C2	/	i	26.3	/	/	/	/	/
C[C@]12CCC3C(CC[C@H]4C[C@@H](O)CC[C@]34C)C1CC[C@@H]2OC(=O)[C@H](N)CCCCN (some centres undefined)	/	i	43.0	/	/	/	/	/
CCCCCn1c(=O)c(C(=O)Nc2ccncc2)c(O)c2ccccc21	16.7	/	/	-0.9	/	/	/	/	WT yeast gro inh mutant strain=-8.2;b-catenin transl cell count 5 µM=1169
COC(=O)C1=C(c2cc3ccccc3o2)C[C@@H]2CC[C@H]1N2C(=O)N1CCC(C)CC1	/	i	41.0	/	/	/	/	i
C[C@]12CC[C@H](O)CC1=CC[C@@H]1[C@@H]2CC[C@@]2(C)[C@H]1CC[C@]2(C)O	/	i	33.0	/	/	/	/	i
CC(=O)O[C@@H]1/C=C/[C@](C)(O)C[C@@H](C)C/C=C/[C@H]2[C@@H]3O[C@]3(C)[C@@H](C)[C@H]3[C@H](Cc4ccccc4)NC(=O)[C@@]312	/	i	28.0	/	/	/	/	i
COC(=O)C1=C(c2cccc(OC)c2OC)C[C@@H]2CC[C@H]1N2C(=O)NCc1ccc(C(F)(F)F)cc1	/	i	25.3	/	/	/	/	i

Entries listed so far that have an aryl methoxy group:
SMILES	WT yeast gro inh	T cell modulator	T cell modulator vesicle-bound %	b-catenin transl	Dynein transport	MT stabilizer	Autophagy mod	Yfh1-off respiration	others
COC(=O)C1=C(c2ccccc2OCc2ccccc2)C[C@@H]2CC[C@H]1N2C(=O)NCCOc1ccc(OC)cc1	/	i	31.1	/	/	/	/	/
COc1ccc(CN2CCNCC2)cc1	/	i	60.0	/	/	/	/	/
COc1ccc(CC(C)NCCc2ccc(OC)c(OC)c2)cc1 (centres undefined)	/	i	55.2	/	/	/	/	/
COc1cc(OC)c(OC)cc1CNCCc1ccc2c(c1)OCO2	/	i	57.2	/	/	/	/	/
COc1ccccc1NC(=O)N1C[C@@H]2C[C@@H](C1)c1cccc(=O)n1C2	/	i	26.3	/	/	/	/	/
COC(=O)C1=C(c2cccc(OC)c2OC)C[C@@H]2CC[C@H]1N2C(=O)NCc1ccc(C(F)(F)F)cc1	/	i	25.3	/	/	/	/	i

Next structures:
SMILES	WT yeast gro inh	T cell modulator	T cell modulator vesicle-bound %	b-catenin transl	Dynein transport	MT stabilizer	Autophagy mod	Yfh1-off respiration	others
COC(=O)C1=C(c2ccccc2)C[C@@H]2CC[C@H]1N2C(=O)NCc1ccccc1	/	i	31.7	/	/	/	/	i
C=CCN1CC[C@]23c4c5ccc(O)c4O[C@H]2/C(=N/NC(=O)c2ccccc2)CC[C@@]3(O)[C@H]1C5	/	i	15.8	/	/	/	/	i
COC(=O)C1=C(c2cc3ccccc3s2)C[C@@H]2CC[C@H]1N2C(=O)NCc1ccc(F)cc1	/	i	19.7	/	/	/	/	i
Fc1ccc(C(OCCN2CCN(CCCc3ccccc3)CC2)c2ccc(F)cc2)cc1	/	i	23.0	/	/	/	/	i
COC(=O)C1=C(c2cc3ccccc3s2)C[C@@H]2CC[C@H]1N2C(=O)NCc1ccco1	/	i	25.1	/	/	/	/	i
CC(=O)N(C)CC#CCN1CCC(O)CC1	/	i	35.0	/	/	/	/	i
CNCCc1c[nH]c2ccc(O)cc12	/	i	28.6	/	/	/	/	i
COC(=O)C1=C(c2cc3ccccc3s2)C[C@@H]2CC[C@H]1N2C(=O)NCCCOC(C)C	/	i	29.8	/	/	/	/	i
c1ccc(CCCN2CCN(CCOC(c3ccccc3)c3ccccc3)CC2)cc1	/	i	17.9	/	/	/	/	i
COc1cc(CC(C)N)c(OC)cc1I (centres undefined)	/	i	34.4	/	/	/	/	i
COC(=O)C1=C(c2cc3ccccc3s2)C[C@@H]2CC[C@H]1N2C(=O)NC(C)C	/	i	32.9	/	/	/	/	i
COC(=O)C1=C(c2ccccc2)C[C@@H]2CC[C@H]1N2C(=O)NC1CC1	/	i	49.1	/	/	/	/	i
O=C1N[C@@H](Cc2ccccc2)C(=O)N2[C@H]1C[C@H]1c3ccccc3N(OOSc3ccccc3)[C@H]12	/	i	36.9	/	/	/	/	i
OC[C@@H](O)CCl	/	i	27.0	/	/	/	/	i
Oc1ccc(C2=CCNCC2)cc1O	/	i	30.3	/	/	/	/	i
CC(C)(O)[C@@H]1[C@H]2OC(=O)[C@@H]1[C@]1(O)C[C@H]3O[C@]34C(=O)O[C@H]2[C@]14C (tested in a mixture with another compound)	/	i	30.0	/	/	/	/	i
CN1CC2=CC(O)CC3Oc4c(O)ccc(c4[C@]23C)C1 (some centres undefined)	/	i	44.7	/	/	/	/	i
CCN(CCCl)Cc1ccccc1Br	/	i	22.2	/	/	/	/	i
COC(=O)C1=C(c2cccc(OC)c2OC)C[C@@H]2CC[C@H]1N2C(=O)NC(C)C	/	i	18.8	/	/	/	/	i
CC[C@H]1CC2CN3CCc4c([nH]c5cc(OC)ccc45)[C@](C(=O)OC)(C2)[C@H]13	/	i	27.9	/	/	/	/	i
CCCNC(=O)N1[C@H]2CC[C@@H]1C(C(=O)OC)=C(c1ccc(S(C)(=O)=O)cc1)C2	/	i	16.9	/	/	/	/	i
COC(=O)C1=C(c2cc3ccccc3s2)C[C@@H]2CC[C@H]1N2C(=O)N1CCCCC1	/	i	34.0	/	/	/	/	i
C[C@@H]([C@@H](O)c1ccccc1)N(C)C(=O)Cc1ccccc1	/	i	21.1	/	/	/	/	i
O=C(O)Cc1cnc[nH]1	/	i	42.0	/	/	/	/	i
c1ccc(C2CN3CCC2CC3)cc1 (centres undefined)	/	i	35.7	-1.2	-0.536	/	/	/	Dynein transport cytoplasmic EGFP=-0.158;Dynein transport nuclear GR-EGFP=0.29;Dynein transport cell count=0.524;b-catenin transl cell count 5 µM=1356
CC(=O)c1c(C)n(C(C)C)c2ccc(O)cc12	/	/	/	/	0.873	4.7	i	/	Dynein transport cytoplasmic EGFP=0.00667;Dynein transport nuclear GR-EGFP=0.372;Dynein transport cell count=-0.732;MT stabilizer Hoechst-high %=1.8;MT stabilizer cytotoxicity %=1.1;Autophagy mod cell loss 18 h=-4.6
